APEX1 inh – inhibitors of human APE1 endonuclease; P27695; recombinant APE1, TAMRA/BHQ-2 abasic DNA cleavage fluorescence; Potency, µM (series often up to 65.8 µM), inactives show top-dose activity change, negative = inhibition, hits mostly inhibitors; 0.35% of 350,000 active; AID 2517;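 note: plate controls were vehicle for no effect and reference inhibitor for full effect; nearly all actives have a fitted effect of over 55% in size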
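Incision of a quenched TAMRA/BHQ-2 THF abasic-site duplex (50 nM) by 0.75 nM APE1, after 15 min compound preincubation, measured as fluorescence increase over three 60 s reads. Values normalized to buffer, DMSO and NSC13755 control wells.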
POLB inh – DNA polymerase beta (human) inhibition; P06746; Pol beta primer extension/strand displacement, fluorescence kinetic; Potency, µM (series often up to 114 µM), for the others: at the top dose activity change, negative = inhibition, most hits filed as inhibitors; 1.3% of 340,000 active; AID 485314; note: % is set by controls: 0 for no effect and ±100 for the full control effect
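Curves were derived by four-parameter Hill fits of normalized qHTS data. The kinetic fluorescent primer-extension read was taken at 0 and 10 min after 50 nM substrate, following a 15 min room-temperature preincubation of 10 nM enzyme with compounds.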
POLI inh – inhibitors of human DNA polymerase iota. Q9UNA4. Pol iota fluorescent replication assay, 10 min. Potency, µM (doses to about 115 µM), inactives show at the top dose activity, negative = inhibition, actives largely listed as inhibitors. 1% of 390,000 active. AID 588590
Target sequence (Q9UNA4 whole entry, looked up): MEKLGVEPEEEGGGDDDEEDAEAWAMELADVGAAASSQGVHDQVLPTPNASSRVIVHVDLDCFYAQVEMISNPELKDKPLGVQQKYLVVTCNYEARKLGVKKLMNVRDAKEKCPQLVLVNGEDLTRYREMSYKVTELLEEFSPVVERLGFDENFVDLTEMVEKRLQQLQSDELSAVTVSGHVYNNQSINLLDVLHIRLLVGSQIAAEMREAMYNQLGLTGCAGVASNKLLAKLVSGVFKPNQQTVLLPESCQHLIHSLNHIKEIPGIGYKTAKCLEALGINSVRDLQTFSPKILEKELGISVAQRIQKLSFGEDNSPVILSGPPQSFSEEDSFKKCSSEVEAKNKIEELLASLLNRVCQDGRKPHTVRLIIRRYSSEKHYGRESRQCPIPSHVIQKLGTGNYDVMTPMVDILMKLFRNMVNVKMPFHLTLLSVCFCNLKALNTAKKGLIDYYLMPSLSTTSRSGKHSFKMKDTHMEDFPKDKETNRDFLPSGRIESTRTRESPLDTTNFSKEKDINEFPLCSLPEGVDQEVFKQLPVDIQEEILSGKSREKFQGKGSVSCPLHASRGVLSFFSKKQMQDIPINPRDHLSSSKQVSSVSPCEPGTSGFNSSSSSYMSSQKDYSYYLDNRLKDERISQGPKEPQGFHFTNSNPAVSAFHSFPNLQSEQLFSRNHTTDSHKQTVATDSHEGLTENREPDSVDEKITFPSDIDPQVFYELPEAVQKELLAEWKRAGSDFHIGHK
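Fluorescent replication assay read twice, at 0 min and 10 min after adding 50 nM (final) substrate. Enzyme (10 nM) and compounds were first incubated 15 min at room temperature; enzyme-free buffer wells were negative controls.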
POLK inh – blocks human DNA polymerase kappa activity | Q9UBT6 | purified Pol kappa, fluorescent DNA synthesis assay, 10 min | Potency, µM (top dose mostly 107 µM), inactives show at the top dose activity, negative = inhibition, actives largely listed as inhibitors | 0.53% of 400,000 active | AID 588579; note: % is set by controls: 0 for no effect and ±100 for the full control effect
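Kinetic fluorescence screen: compound preincubated 15 min RT with 10 nM enzyme; 50 nM substrate (final) initiates; reads at 0/10 min.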
BLM inh – blocks DNA unwinding by human BLM helicase; Potency, µM (highest dose often 56.1 µM), without a hit: at the top dose activity change, negative = inhibition, usual class: inhibitors; recombinant BLM DNA unwinding, fluorescence dequenching; P54132; 0.2% of 350,000 active; AID 2528;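 note: plate controls were vehicle for no effect and no enzyme for full effect; nearly all actives have a fitted effect of over 35% in size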
JMJD2A Tudor – inhibitors of human JMJD2A Tudor domain; AlphaScreen JMJD2A-Tudor / H3K4me3 peptide binding; AID 504339; Potency, µM (highest dose often 114 µM), for the others: at the highest dose activity change, negative = inhibition, actives largely listed as inhibitors; 4.4% of 390,000 active; O75164; note: % is set by controls: 0 for no effect and ±100 for the full control effect; nearly all actives have a fitted effect of over 50% in size
POLH inh – inhibitors of human DNA polymerase eta. AID 588591. recombinant Pol eta, fluorescent DNA replication assay. Q9Y253. Potency, µM (highest dose often 114 µM), for the others: at the highest dose activity change, negative = inhibition, most hits filed as inhibitors. 1.2% of 390,000 active; note: % is set by controls: 0 for no effect and ±100 for the full control effect
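Pol eta at 10 nM preincubated with compounds 15 min at room temperature; reaction started with fluorescent substrate (50 nM final) and read kinetically at 0 and 10 min.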
BAZ2B inh – blocks human BAZ2B; Q9UIF8; AlphaScreen BAZ2B-H3K14Ac peptide displacement; Potency, µM (doses to about 114 µM), without a hit: at the top dose activity change, negative = inhibition, most hits filed as inhibitors; 4.4% of 360,000 active; note: % is set by controls: 0 for no effect and ±100 for the full control effect; nearly all actives have a fitted effect of over 60% in size
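Protein-peptide AlphaScreen: BAZ2B 50 nM, b-H3K14Ac 50 nM, 1x PBS pH 7.4 + 0.01% Tween-20. Preincubation 30 min RT; cpd 30 min RT (top 110 uM); beads 20 min RT, light-protected.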
G9a inh – inhibitors of human histone lysine methyltransferase G9a | Q96KQ7 | G9a H3K9 monomethylation, AlphaScreen, 2 h | Potency, µM (highest dose often 102 µM), for inactives: top-dose activity, negative = inhibition, usual class: inhibitors | 8.8% of 350,000 active | AID 504332; note: % is set by controls: 0 for no effect and ±100 for the full control effect; nearly all actives have a fitted effect of over 75% in size
Target sequence (Q96KQ7 913-1193 limits assumed): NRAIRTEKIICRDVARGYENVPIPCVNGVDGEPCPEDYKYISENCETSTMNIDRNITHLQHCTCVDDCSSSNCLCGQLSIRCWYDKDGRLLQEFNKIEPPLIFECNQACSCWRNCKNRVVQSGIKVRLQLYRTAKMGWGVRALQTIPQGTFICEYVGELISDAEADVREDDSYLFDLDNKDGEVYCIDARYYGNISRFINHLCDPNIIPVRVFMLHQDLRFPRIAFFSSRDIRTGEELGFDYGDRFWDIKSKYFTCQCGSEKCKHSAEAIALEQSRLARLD
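G9a (20 nM) was preincubated 15 min with compound, then reacted 2 h at room temperature with 500 nM biotin-H3K9 peptide and 20 µM SAM. Monomethyl-H3K9 detected by AlphaScreen using anti-H3K9me1 antibody.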
Active calls of the source: *; ? = inconclusive; . = no result given; [ ] = remark or other dose. Calls come from the whole dose curve; as a rule, active = well fitted curve in the direction sought with a large enough effect; inconclusive = small, poorly fitted or top-dose-only effect, or another doubt; inactive = no such curve, though single readings can be large; an effect the other way counts as inactive or inconclusive. Potency is the fitted concentration of half-maximal effect.

SMILES	APEX1 inh	POLB inh	POLI inh	POLK inh	BLM inh	JMJD2A Tudor	POLH inh	BAZ2B inh	G9a inh
Cc1ccc(/C=N/NC(=O)Cn2nc(C)c([N+](=O)[O-])c2C)o1	2%	-1%	86%[activator]	6%	-4%	-22%	-16%	-18%	50µM*
NCCOc1ccccc1OCCN	4%	7%	97%[activator]	-12%	-6%	-8%	1%	-19%	-3%[59 µM]
COc1cc(CN2CCCC(C(=O)c3ccccc3SC)C2)cc(OC)c1 (stereo not given)	11%	3%	-27%	4%[60.1 µM]	-3%	-25%	-18%	?	-11%[0.501 µM]
CCc1ccc(OCc2nc(-c3ccccn3)no2)c(Br)c1	0%	0%	5%	-11%	1%	19%	-6%	38%	66%[activator][59 µM]
CC(=O)N(/N=C1\Sc2ccccc2C1=O)c1ccc(C)cc1C	-2%	3%	25%	1%	-7%	-23%	-7%	?	-49%
Cc1ccc(CN2CC(C(=O)N3CCN(S(=O)(=O)c4ccc(C(C)C)cc4)CC3)CC2=O)cc1 (stereo not given)	10%	.	19%	-10%	.	-10%	-16%	4%	-25%
COC(=O)Cc1ccc(NC(=S)NCc2ccc(OC)cc2)cc1	2%	15%	72%[activator]	-12%	-5%	-16%	0%	?	-4%
CC(=O)Nc1ccc(NC(=O)c2ccc(N(C)S(=O)(=O)c3ccc(C)cc3)cc2)cc1	35%	4%	-22%	-8%	0%	-15%	-11%	-3%	43%
COc1ccc(C2CC(c3ccccc3)=NN2C(=O)COC(=O)c2cc(S(=O)(=O)N3CCOCC3)ccc2Cl)cc1 (stereo not given)	17%	0%	7%	-4%	3%	-19%	0%	-5%	?
CC(=O)CCc1c(C)[nH]c2ccccc2c1=O	-2%	16%	?	8%	-3%	-9%	-1%	-3%	1%[59 µM]
COCCn1c(=NC(=O)/C=C/c2cccs2)sc2cc(NC(C)=O)ccc21	-4%	-7%	-13%	-11%	-2%	-24%	-4%	13%	-4%
CCCCc1c(C)nc2ccccc2c1SCCC(=O)O	-5%	?	0%	-22%	0%	-16%	-17%	?	50µM*
c1ccc(CCNC2=NCCCS2)cc1	6%	-10%	0%	6%	0%	-6%	1%	-25%	2%[59 µM]
C[C@H](NC(=O)OC(C)(C)C)c1nnc(SCC(=O)Nc2cccc(Cl)c2)o1	-5%	-13%	1%	-5%	-3%	-18%	-20%	?	-6%
COc1ccc(N2CCN(C(CNC(=O)C(=O)NCCCn3ccnc3)c3cccnc3)CC2)cc1 (stereo not given)	-2%	3%	-10%	0%	2%	45µM*	0%	.	?
COc1ccc(NC(=O)CCN2CCN(S(=O)(=O)c3cc(Cl)ccc3Cl)CC2)cc1	7%	11%	14%	-5%	-5%	-17%	-8%	?	5%[2.33 µM]
O=C(OCc1ccccn1)C1CCN(C(=O)c2ccc(Cl)cc2)CC1	-3%	.	55%[activator]	2%	.	-8%	-9%	-5%	3%
COc1ccc(C(=O)Nc2ccc(NC(=O)c3ccccc3OC)nc2)cc1	29%	2%	-26%	-4%	-2%	-9%	0%	-14%	-12%
O=C(c1cccc(-n2cccc2)c1)N1CCN(S(=O)(=O)c2c(F)cccc2F)CC1	16%	?	22µM*	?	-28%	35µM*	20µM*	2%	67%[activator]
CN(CCc1ccccn1)C(=S)Nc1ccc(Cl)cc1Cl	0%	1%	63%[activator]	-3%	-1%	-5%	-24%	-13%	-8%
COc1ccc(OCCSc2nnc(-c3ccc(OC)cc3)n2N)cc1	3%	0%	16%	-3%	-6%	-4%	-15%	-14%	?
CC(C)(C)OC(=O)N1CCC[C@H]1c1nnc(SCc2ccccc2F)o1	-1%	2%	11%	-2%	-1%	3%	-7%	4%	50µM*
CCOCCCNC(=O)c1ccc(OC2CCN(C(C)=O)CC2)c(OC)c1	13%	21%	98%[activator]	-2%	-1%	-12%	2%	-14%	-3%
CC(Oc1ccc(-c2ccccc2)c(F)c1)c1ccn(S(=O)(=O)c2ccc(Br)cc2)n1 (stereo not given)	-5%	6%	31%[activator]	-3%	-5%	9%	-13%	6%	42%
Cn1c(SCC(=O)Nc2ccc(NC(=O)c3cccc(F)c3)cc2)nnc1-c1ccncc1	53%[activator]	-15%	6%	-1%	1%	-35%	?	-33%	-4%
Cc1ccnc(NC(=O)C2CCN(S(=O)(=O)c3ccc4c(c3)CC(C)N4C(=O)C3CCC3)CC2)c1 (stereo not given)	4%	12%	28%	-4%	-7%	-28%	-20%	-26%	-2%
CCN1C(=O)[C@H]2[C@@H](c3ccc(C)cc3)N3C(=O)N(c4cccc(Cl)c4)C(=O)[C@@]3(CC(C)C)[C@H]2C1=O	38%	.	-13%	-12%	.	-16%	-16%	-13%	2%[12.7 µM]
COC(=O)COc1ccc2cc(-c3ccccc3)c(=O)oc2c1	33%[activator]	27%	38%[activator]	22%	-3%	?	-10%	-8%	25%[59 µM]
CCN(c1ccccc1)S(=O)(=O)c1cc(NC(=O)COC(=O)C2CC2)ccc1Cl	?	-4%	?	-9%	-9%	-4%	-15%	8%	?
CCN(CC)c1cccc(OC(=O)c2cccnc2Cl)c1	4%	5%	133%[activator]	-5%	-3%	-27%	-26%	5%	?
CCCCC1S/C(=N/N=C/c2ccc(OC)cc2)N(Cc2ccc(OC)cc2)C1=O (stereo not given)	-2%	4%	0%	2%	-11%	-7%	-7%	-9%	1%
CN1CCN(CCOc2cccc(Cl)c2)CC1	-6%	-2%	?	-8%	3%	?	4%	?	?
C=CCn1c(SCn2nnc3ccccc3c2=O)nc2scc(-c3cccs3)c2c1=O	-8%	-1%	?	-12%	-1%	-14%	-1%	-35%	9%[59 µM]
Cn1ncc(Cl)c1C(=O)Nc1ccncc1	5%	-1%	19%	-3%	2%	-5%	14%	6%	-13%[59 µM]
S=C1N(c2ccccc2)C(c2ccc(Br)cc2)N2CCCN12 (stereo not given)	-1%	-5%	107%[activator]	-4%	-14%	-5%	-1%	-2%	40%
COc1ccc(N2CC(NC(=O)c3ccco3)CC2=O)cc1OC (stereo not given)	.	?	19%	-5%[60.1 µM]	-1%	-28%	-13%	-2%	-3%[59 µM]
C=CCn1c(=O)c2c3c(sc2n2c(Nc4ccccc4)nnc12)CCCC3	-2%	-2%	1%	-22%	-6%	-32%	-4%	-31%	2%[59 µM]
O=C(NNC(=O)C1CCN(S(=O)(=O)c2ccc(Cl)cc2)CC1)c1ccccc1O	17%	.	3%	-10%	.	-15%	-9%	10%	7%[0.501 µM]
Cc1ccc(-c2csc(N3CCC[C@@H]3C(=O)NCCn3c(C(F)(F)F)nc4ccccc43)n2)cc1	-24%	-1%	-16%	9%	-9%	?	-11%	?	?
CCN(CC(=O)NCc1cccs1)C(=O)COc1ccc(C(N)=O)cc1	12%	.	19%	6%	.	-6%	1%	11%	-12%[59 µM]

Filtered by structure: the compounds so far containing a tert-butyl group
SMILES	APEX1 inh	POLB inh	POLI inh	POLK inh	BLM inh	JMJD2A Tudor	POLH inh	BAZ2B inh	G9a inh
C[C@H](NC(=O)OC(C)(C)C)c1nnc(SCC(=O)Nc2cccc(Cl)c2)o1	-5%	-13%	1%	-5%	-3%	-18%	-20%	?	-6%
CC(C)(C)OC(=O)N1CCC[C@H]1c1nnc(SCc2ccccc2F)o1	-1%	2%	11%	-2%	-1%	3%	-7%	4%	50µM*

Carrying on.
SMILES	APEX1 inh	POLB inh	POLI inh	POLK inh	BLM inh	JMJD2A Tudor	POLH inh	BAZ2B inh	G9a inh
CC1=CC(C)(C)N2C(=O)C3(C(C#N)=C(N)Oc4cc(C)oc(=O)c43)c3cccc1c32 (stereo not given)	0%	-4%	-13%	-10%	-4%	-17%	-9%	2%	3%[59 µM]
Cc1cccc(C)c1OCC(=O)OC/C(O)=C(\C#N)c1nc2ccccc2[nH]1	0%	6%[57.1 µM]	16%	-7%	-11%	-8%	8%	-3%	?
CN(C)/C=C(/C(=O)c1ccccc1)S(=O)(=O)c1ccc(Cl)cc1	-2%	-5%	5%	0%	-14%	-1%[57.1 µM]	-17%	-19%	?
CCOc1ccc(/C=N/NC(=O)CSc2n[nH]c(=O)[nH]c2=O)cc1OC	-1%	0%	?	-6%	2%	0%	?	-14%	7%
CCc1ccc(S(=O)(=O)NC(=S)NC2CCCCC2)cc1	5%	-30%	?	-10%	-1%	-31%	8%	-22%	-8%
CCCC(=O)Nc1cc(C(=O)O)ccc1Sc1ccc(C)cc1	-8%	-6%	-4%	6%	2%	-12%	0%	1%	45µM*
CCOc1ccc(C2C(C(=O)Nc3ccc(Cl)cc3)=C(C)Nc3nc(C(F)(F)F)nn32)cc1 (stereo not given)	.	-22%	12%	3%	-2%	-9%	0%	-6%	-12%[59 µM]
CCCOc1c(Cl)cc(/C=N/O)cc1OCC	4%	10%	2%	-11%	-13%	2%	-22%	-3%	11%[12.7 µM]
Cc1ccc(/C=C2/SC(=S)N(C3CCCCC3)C2=O)o1	78%[activator]	-18%	36%[activator]	-2%	0%	-32%	-15%	?	40µM*
O=C(COc1ccc2ccccc2c1)NC1CC(=O)N(c2cccc(F)c2)C1 (stereo not given)	.	1%	7%	0%[60.1 µM]	1%	-6%	-13%	-4%	5%[59 µM]

In the list so far, three contain an NH in an aromatic ring:
SMILES	APEX1 inh	POLB inh	POLI inh	POLK inh	BLM inh	JMJD2A Tudor	POLH inh	BAZ2B inh	G9a inh
CC(=O)CCc1c(C)[nH]c2ccccc2c1=O	-2%	16%	?	8%	-3%	-9%	-1%	-3%	1%[59 µM]
Cc1cccc(C)c1OCC(=O)OC/C(O)=C(\C#N)c1nc2ccccc2[nH]1	0%	6%[57.1 µM]	16%	-7%	-11%	-8%	8%	-3%	?
CCOc1ccc(/C=N/NC(=O)CSc2n[nH]c(=O)[nH]c2=O)cc1OC	-1%	0%	?	-6%	2%	0%	?	-14%	7%

Next section.
SMILES	APEX1 inh	POLB inh	POLI inh	POLK inh	BLM inh	JMJD2A Tudor	POLH inh	BAZ2B inh	G9a inh
O=S(=O)(Nc1ccc(Cl)cc1)c1ccc(NS(=O)(=O)c2ccc3c(c2)OCCO3)cc1	.	-16%	-23%	4%	-5%	-22%	-17%	-15%	?
COc1ccc(N2CCN(Cc3nc4c(c(=O)[nH]c(=O)n4C)n3CCCc3ccccc3)CC2)cc1	?	38%[activator]	-19%[58.9 µM]	-14%	-2%	?	-4%	?	?
COc1ccccc1NC(=O)CCc1nnc2ccc(N3CCC4(CC3)OCCO4)nn12	-16%	-2%	-22%	-11%	0%	-10%	-9%	?	.
CCS(=O)(=O)N1CCC(C(=O)NCCCN2CCCC2)CC1	15%	26%	3%	-1%	-3%	-5%	-10%	3%	19%[59 µM]

Some of the compounds tested; rates above refer to the full screens.
